Screening results deposited in PubChem by several laboratories.
SKN-1 block – inhibitors of C. elegans SKN-1 | hit rate 0.49% among 360,000 | inhibition, % at 21.8 µM | AID 624304 | C. elegans VP596 Pgst-4::GFP/RFP ratio, acrylamide-induced, 24 h;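 active = interference check ratio from 0.5 to 1.5 plus GFP to RFP signal ratio inhibition reaching or exceeding a fixed threshold, cut at about 30% in these data, passing the limit was not always enough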; also: some compounds called inactive have numbers as strong as hits
MT1-MMP act inh – MT1-MMP (human) activation inhibition. GFP/RFP ratio change, % at 20 µM. hit rate 0.061% among 360,000. HT1080 RFP-PRO-GFP cells, GFP/RFP ratio fluorescence, overnight; percent of plate control window, DMSO zero;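 active = GFP/RFP ratio change of at least 30% with cell ATP level not reduced by more than half and red fluorescence within 50% of control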; also: strong numbers were not always called active
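Assay system: RFP-PRO-GFP reporter HT1080 cells; read-out basis: GFP/RFP fluorescence ratio; benchmarks: DMSO wells and RFP-L50D-GFP cells; doses: 20 µM single dose, 1% DMSO; schedule: overnight cell settling, then overnight compound exposure, 37 °C, 5% CO2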
Rin1-Abl PPI inh – human Rin1-Abl interaction inhibition; AID 588664; TR-FRET Rin1/Abl binding, biochemical; P00519+Q13671; hit rate 0.4% among 360,000; inhibition, % at 7.35 µM; in the data active = inhibition above about 5%, passing the limit was not always enough
MsrA act – activators of bovine methionine sulfoxide reductase A; purified bovine MsrA, absorbance read-out; activation, % at 10.6 µM; hit rate 0.3% among 360,000; in the data active = activation above about 7.5%;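 also: 0% = vehicle and 100% = reference activator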
CendR NRP1 mod – modulators of CendR peptide binding to human neuropilin-1; O14786; FAM-RPARPAR peptide binding to NRP-1, fluorescence polarization; inhibition, % at 25 µM; hit rate 0.85% among 360,000; AID 602438;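 active = inhibition or corrected inhibition above about 18%, plus a signal ratio from 0.5 to 1.5, limit read from the data, passing the limit was not always enough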; also: strong numbers were not always called active
MsrA inh – inhibitors of bovine MsrA. purified bovine MsrA, absorbance read-out. inhibition, % at 15.5 µM. hit rate 0.75% among 360,000; in the data active = inhibition above about 4.5%;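 also: 0% = vehicle wells with enzyme and 100% = reference inhibitor wells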
FAS-TE inh – blocks the thioesterase domain of human fatty acid synthase; recombinant FAS-TE, OMFH fluorogenic substrate, fluorescence endpoint; inhibition, % at 15 µM; hit rate 0.67% among 360,000; AID 602261;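 active = compounds whose normalised, plate-corrected inhibition of enzyme fluorescence in the single-dose primary screen is 50% or more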;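 also: 0% = DMSO with enzyme and 100% = substrate without enzyme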
Neddyl block – blocks human cullin neddylation; P61081+Q13564; TR-FRET cullin neddylation, biochemical; calls only at 25 µM; hit rate 0.58% among 360,000; in the data active = inhibition above about 36%
Target sequence (P61081 whole entry, looked up): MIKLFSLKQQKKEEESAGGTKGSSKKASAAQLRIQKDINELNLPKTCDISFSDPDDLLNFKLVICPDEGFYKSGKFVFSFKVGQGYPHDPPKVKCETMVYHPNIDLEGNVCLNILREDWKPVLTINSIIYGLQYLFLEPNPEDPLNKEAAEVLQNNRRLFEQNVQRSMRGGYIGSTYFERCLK
Target sequence (Q13564 whole entry, looked up): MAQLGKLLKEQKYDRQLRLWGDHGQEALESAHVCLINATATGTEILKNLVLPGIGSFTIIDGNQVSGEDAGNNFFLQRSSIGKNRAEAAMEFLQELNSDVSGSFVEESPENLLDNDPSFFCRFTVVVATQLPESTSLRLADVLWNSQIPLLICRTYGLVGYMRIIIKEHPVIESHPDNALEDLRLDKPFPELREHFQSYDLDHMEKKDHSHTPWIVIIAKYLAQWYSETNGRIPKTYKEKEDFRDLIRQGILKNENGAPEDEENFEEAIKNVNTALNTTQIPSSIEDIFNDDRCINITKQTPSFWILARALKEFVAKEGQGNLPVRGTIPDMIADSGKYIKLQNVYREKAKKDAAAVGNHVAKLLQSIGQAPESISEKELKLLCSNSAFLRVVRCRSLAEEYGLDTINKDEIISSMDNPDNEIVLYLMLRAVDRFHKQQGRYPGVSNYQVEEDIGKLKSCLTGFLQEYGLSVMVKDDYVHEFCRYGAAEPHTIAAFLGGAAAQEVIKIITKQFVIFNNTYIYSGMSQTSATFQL
E coli Lon inh – E. coli protease La inhibition; hit rate 0.42% among 360,000; purified E. coli Lon protease, fluorescence polarization; inhibition, % at 7.94 µM; AID 602123; in the data active = inhibition above about 13%, passing the limit was not always enough;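 also: 0% = enzyme with probe and DMSO and 100% = no enzyme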
An asterisk follows results filed as active; i = inactive; . = no result given.

SMILES	SKN-1 block	MT1-MMP act inh	Rin1-Abl PPI inh	MsrA act	CendR NRP1 mod	MsrA inh	FAS-TE inh	Neddyl block	E coli Lon inh
CCOC(=O)C1=C(COC(=O)CSc2ccc(C)cc2)NC(=O)NC1C (configuration not stated)	11	0	2	-1	2	-0.6	-3	i	-5
Cc1ccsc1C(=O)OCC(=O)Nc1nnc(-c2ccccc2)o1	-9	1	4	-5	-6	-1.1	-6	i	-1
O=C(Nc1cccc(-c2nnc(-c3ccccc3)o2)c1)C1CC1	3	9	0	-2	15	-0.4	-1	i	-19
COc1ccccc1N1CCN(C(=O)CN(c2ccccc2OC)S(=O)(=O)c2ccccc2)CC1	17	13	1	6	0	0.3	8	i	-2
CCN(C(=O)CSc1nc(C)nc2sc(C)c(C)c12)c1ccc(F)cc1	6	2	-3	0	-20	1.1	2	i	-9
CCC(=O)c1ccc(NC(C)=O)cc1O	12	-2	-5	-8	2	-1.0	-6	i	5
COc1cc2c(cc1OC)CN(S(C)(=O)=O)CC2	6	-3	2	0	-9	-0.7	-9	i	2
C#CCNC(=O)/C=C/c1ccc(OC)cc1	0	5	0	1	20	0.1	-15	i	-3
O=C(c1ccc(Cl)cc1)c1c[nH]c(C(=O)C(Cl)(Cl)Cl)c1	-23	1	-1	1	-11	0.9	18	i	0
C/C(CC(=O)Nc1ccc(N(C)C)cc1)=N\NC(=O)c1ccc(Cl)cc1	1	1	1	0	4	-0.5	2	i	-5
Cc1ccc(F)cc1NC(=O)CSc1nc(Nc2ccccc2)nc(N2CCOCC2)n1	7	-5	2	-7	8	0.1	22	i	3
CC(C)(C)n1nnnc1C(CCc1ccccc1)N1CCN(C/C=C/c2ccccc2)CC1 (configuration not stated)	0	-1	1	-4	7	0.4	18	i	1
CCN(CC(=O)Nc1ccc2c(c1)OCCO2)C(=O)COc1ccc(C(C)=O)cc1	0	7	4	-1	6	0.8	-7	i	-13
O=C(O)C1CC(=O)N(CCc2c[nH]c3ccccc23)C1 (configuration not stated)	-8	5	1	5	10	0.7	-1	i	-7
Cc1ccc(-c2csc3ncnc(Oc4ccc5c(C)cc(=O)oc5c4)c23)cc1	-1	-15	-1	-6	-13	-0.5	21	i	1
O=C1OC(NC(=O)c2ccccc2)C(N2CCOCC2)=C1Cl (configuration not stated)	13	-12	-2	-2	5	-1.0	-5	i	-6
COc1ccc(CCNC(=O)CCc2ccc(S(=O)(=O)NC(C)C)cc2)cc1	2	1	-2	-1	8	-0.6	-10	i	5
CCn1ccnc1CNC(=O)c1ccc2oc(C(C)C)nc2c1	-1	2	0	-4	9	0.1	-11	i	-5
C/C(Cl)=C\Cn1c(NCCc2ccccc2)nc2c1c(=O)n(C)c(=O)n2C	9	-7	0	-1	-1	0.7	17	i	-3
O=C(OCC(=O)N1CCCC1)c1cncc(Br)c1	-5	-1	0	-5	11	0.3	-4	i	4

Some of these compounds in order of length of the SMILES, rising:
SMILES	SKN-1 block	MT1-MMP act inh	Rin1-Abl PPI inh	MsrA act	CendR NRP1 mod	MsrA inh	FAS-TE inh	Neddyl block	E coli Lon inh
C#CCNC(=O)/C=C/c1ccc(OC)cc1	0	5	0	1	20	0.1	-15	i	-3
O=C(OCC(=O)N1CCCC1)c1cncc(Br)c1	-5	-1	0	-5	11	0.3	-4	i	4
COc1cc2c(cc1OC)CN(S(C)(=O)=O)CC2	6	-3	2	0	-9	-0.7	-9	i	2
Cc1ccsc1C(=O)OCC(=O)Nc1nnc(-c2ccccc2)o1	-9	1	4	-5	-6	-1.1	-6	i	-1
O=C(Nc1cccc(-c2nnc(-c3ccccc3)o2)c1)C1CC1	3	9	0	-2	15	-0.4	-1	i	-19
O=C(c1ccc(Cl)cc1)c1c[nH]c(C(=O)C(Cl)(Cl)Cl)c1	-23	1	-1	1	-11	0.9	18	i	0
C/C(CC(=O)Nc1ccc(N(C)C)cc1)=N\NC(=O)c1ccc(Cl)cc1	1	1	1	0	4	-0.5	2	i	-5
C/C(Cl)=C\Cn1c(NCCc2ccccc2)nc2c1c(=O)n(C)c(=O)n2C	9	-7	0	-1	-1	0.7	17	i	-3
CCN(CC(=O)Nc1ccc2c(c1)OCCO2)C(=O)COc1ccc(C(C)=O)cc1	0	7	4	-1	6	0.8	-7	i	-13
CC(C)(C)n1nnnc1C(CCc1ccccc1)N1CCN(C/C=C/c2ccccc2)CC1 (configuration not stated)	0	-1	1	-4	7	0.4	18	i	1

New compounds follow
SMILES	SKN-1 block	MT1-MMP act inh	Rin1-Abl PPI inh	MsrA act	CendR NRP1 mod	MsrA inh	FAS-TE inh	Neddyl block	E coli Lon inh
CCOc1ccccc1/C=N/NC(=O)c1cc(C(C)C)[nH]n1	11	2	-1	-1	13	1.7	-2	i	-7
COc1ccc(C(=O)N2CCCC(Nc3ccc(C(C)C)cc3)C2)c(OC)n1 (configuration not stated)	-1	2	-7	-1	-5	0.1	0	i	-14
N[C@@H](Cc1ccccc1)c1nnc2sc(SCc3ccccc3)nn12	1	0	1	2	4	-0.2	-1	i	-1
CCOCCCNC(C(=O)Nc1ccc(OC)c(Cl)c1)c1ccccc1 (configuration not stated)	1	-1	0	1	6	-0.3	3	i	-1
COc1cccc(NC(=O)c2cc3ccccc3o/c2=N\O)c1	9	4	-2	-4	-5	-0.8	-139	i	0
CCCCCc1ccc(C2=NNC(=O)CC2)cc1	7	6	1	0	14	-0.4	3	i	2
Cc1cn([C@H]2C[C@H](O)[C@@H](CNC(=O)[C@H](N)Cc3cn(COCc4ccccc4)cn3)O2)c(=O)[nH]c1=O	4	3	-5	-2	-14	-0.5	-10	i	-3
CN(C(=O)Cc1c(C(=O)O)n(C)c2ccccc12)c1ccc(F)cc1	1	-4	2	-2	19	-0.3	-2	i	-5
COc1ccc(-c2nnn(CC(=O)N(Cc3ccccc3Cl)C(C(=O)NCC3CCCO3)c3ccco3)n2)cc1 (configuration not stated)	0	-7	-3	2	1	1.7	1	i	-9
CCCNc1nc(C)nc2c1cnn2CCc1ccccc1	9	4	-3	-2	0	0.0	-4	i	2
CC(=O)Nc1ccc(S(=O)(=O)N2CCC(=O)Nc3ccccc32)cc1	-9	-4	2	-2	-10	0.9	2	i	0
C=CC(C)(C)c1c2occc2c(O)c2ccc(=O)oc12	2	5	2	-7	-53	2.4	0	i	1
O=C(NCCCN1CCOCC1)c1cccc(S(=O)(=O)Nc2ccc(F)cc2)c1	6	1	-1	-3	9	0.5	0	i	0
CCc1cccc(CC)c1NC(=O)C[n+]1cccc(C(N)=O)c1	-6	0	4	-1	4	-0.8	-4	i	1
C/C(=N\Nc1ccc2nncn2n1)c1ccccn1	-6	8	-8	-4	-6	0.5	-1	i	-11
Cc1cc(C(=O)NCc2ccccc2)no1	-3	1	2	-3	6	-0.8	-8	i	-6
O=C(NCC(c1ccco1)N1CCCCC1)c1cccc(S(=O)(=O)Nc2ccc(F)cc2)c1 (configuration not stated)	10	1	0	-2	0	0.4	-3	i	-14
Cc1ccsc1CN1CCN(c2ccccn2)CC1	5	4	-1	-5	-7	-0.7	-5	i	-5
COc1cc(CN2CCC(CO)(CCOc3ccccc3)CC2)cc(OC)c1	-5	2	-3	-7	-3	0.1	-9	i	-7
CCC(C)NC(=O)CSC1=Nc2ccccc2C2=NC(CCC(=O)NCc3ccco3)C(=O)N12 (configuration not stated)	-13	2	-3	2	-1	2.7	-6	i	-7
CCOc1cc(/C=C(/C#N)C(=O)Nc2ccc(O)cc2)cc(Br)c1O	12	-176	-3	1	-243	2.4	2	i	-221
Cc1nnsc1C(=O)N1CCN(c2ccc(F)cc2)CC1	0	1	0	-3	-17	0.7	-5	i	-2
O=C(NC(NCCCN1CCOCC1)(C(F)(F)F)C(F)(F)F)C1CCCCC1	4	10	-1	-1	2	-0.7	-4	i	-2
CC(=O)Nc1ccc(S(=O)(=O)Nc2ccccc2C(=O)N2CCOCC2)cc1	23	0	0	0	6	1.0	-4	i	0
COc1cccc(CN(C(=O)c2ccco2)C(C(=O)NC2CCCC2)c2cccnc2)c1 (configuration not stated)	1	0	2	-2	-1	0.8	0	i	-8
O=C1NCCN1CCNc1nc(NCc2ccccc2)nc2ccsc12	-5	-7	4	-1	-9	0.5	-8	i	-5
Cc1cc(C(=O)NNC(=O)c2ccc(C)c([N+](=O)[O-])c2)c(C)o1	10	1	2	-2	2	0.7	7	i	6
O=C(N/N=C/c1ccc([N+](=O)[O-])o1)C1CCCC1	-8	-7	3	-2	-8	2.3	0	i	-13
COc1ccc(/C=C/C(=O)NCC(=O)N/N=C/c2cc(Br)ccc2OCc2ccccc2)cc1	8	-2	0	-10	2	-1.1	16	i	0
COc1ccc(C(=O)Nc2ccccc2-c2nnn(CC(=O)NCc3ccco3)n2)cc1	15	6	-2	-2	5	-0.1	3	i	-5
COc1ccc(S(=O)(=O)N(C)CC(=O)N2CCN(C)CC2)cc1Cl	-6	-1	-1	-1	0	-0.3	-2	i	-4
O=C(NCc1ccc2c(c1)OCO2)C(=O)NCC1OCCN1S(=O)(=O)c1ccc(F)cc1 (configuration not stated)	-8	-2	2	2	0	2.5	-1	i	-12
CC(=O)Nc1cccc(NC(=O)CS(=O)(=O)c2cn(CC(=O)N3CCCC3)c3ccccc23)c1	2	0	-2	0	14	0.4	-5	i	0
COc1ccc(N(C(=O)c2cccnc2)S(=O)(=O)c2ccc(F)cc2)cc1	19	-1	1	-2	-10	1.4	7	i	5
COc1ccc(NCC(O)Cn2cnc3c2c(=O)n(C)c(=O)n3C)cc1 (configuration not stated)	11	-2	-1	-1	4	0.8	-8	i	-22
CCCC1/C(=N/O)CC(c2ccccc2)NC1c1ccccc1 (configuration not stated)	2	-10	-4	-2	1	1.4	-14	i	-1
COc1cc(/C=N/NC(=O)c2cccnc2)ccc1OCC(=O)N1CCOCC1	-3	4	2	-6	-9	3.8	-9	i	-7
CC(C)(C)c1cnnn1-c1cccc([N+](=O)[O-])c1	3	3	1	-1	-3	-0.4	0	i	-4
Cc1nn(-c2cccc3cccnc23)c(=O)c2ccccc12	-5	-6	0	-2	-3	-1.3	-6	i	-3
CCCC1C2CN(C(C)C)CC=C2C(C#N)=C(N)C1(C#N)C#N (configuration not stated)	1	.	1	-15	28	1.9	-24	.	59*
Cc1c(O)ccc(C(=O)COc2ccccc2F)c1O	-78	3	-1	-12	12	4.8*	-3	i	-11
COc1ccc(/C=N/NC(=O)c2ccoc2C)cc1O	0	4	-4	-1	-6	2.9	-12	i	-14
CCCn1c(N)c(N(CCOC)C(=O)c2ccc(S(=O)(=O)N3CCOCC3)cc2)c(=O)[nH]c1=O	-5	1	0	-1	9	0.2	-5	i	-2
Cc1ccc(CS(=O)Cc2ccc(C(=O)N3CCN(c4ccc(F)cc4)CC3)o2)cc1 (configuration not stated)	9	-2	-2	-2	4	0.7	-1	i	-4
N#Cc1cccc(NC(=O)Nc2cccs2)c1	11	-5	0	-1	-6	0.9	0	i	-16
COCCNC(=O)C1=NOC(Cn2cc(C#N)c(=O)n(C)c2=O)C1 (configuration not stated)	7	1	0	-10	2	0.2	-2	i	-5
O=C(O)c1cccc(NC2=C(Cl)C(=O)c3ccccc3C2=O)c1	1	0	0	-10	23	4.9*	3	i	0
Cn1c(=O)c2cc(NC(=O)CC(C)(C)C)ccc2n1-c1ccccc1F	13	-1	0	-5	-16	0.8	-9	.	-8
